Bioassay records as filed in PubChem.
USP2a block: inhibitors of human ubiquitin-specific protease USP2a; O75604; USP2 core, Ub-CHOP2 coupled fluorogenic reporter, 485/531; Potency, µM (series often up to 38.3 µM), without a hit: at the top dose activity change, negative = inhibition, most hits filed as inhibitors; 330,000 compounds, 0.01% hits; AID 463254;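 note: potency is the fitted concentration of half-maximal effect; plate controls were DMSO wells for no effect and full inhibition by NEM control for full effect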
Target sequence (O75604 whole entry, looked up): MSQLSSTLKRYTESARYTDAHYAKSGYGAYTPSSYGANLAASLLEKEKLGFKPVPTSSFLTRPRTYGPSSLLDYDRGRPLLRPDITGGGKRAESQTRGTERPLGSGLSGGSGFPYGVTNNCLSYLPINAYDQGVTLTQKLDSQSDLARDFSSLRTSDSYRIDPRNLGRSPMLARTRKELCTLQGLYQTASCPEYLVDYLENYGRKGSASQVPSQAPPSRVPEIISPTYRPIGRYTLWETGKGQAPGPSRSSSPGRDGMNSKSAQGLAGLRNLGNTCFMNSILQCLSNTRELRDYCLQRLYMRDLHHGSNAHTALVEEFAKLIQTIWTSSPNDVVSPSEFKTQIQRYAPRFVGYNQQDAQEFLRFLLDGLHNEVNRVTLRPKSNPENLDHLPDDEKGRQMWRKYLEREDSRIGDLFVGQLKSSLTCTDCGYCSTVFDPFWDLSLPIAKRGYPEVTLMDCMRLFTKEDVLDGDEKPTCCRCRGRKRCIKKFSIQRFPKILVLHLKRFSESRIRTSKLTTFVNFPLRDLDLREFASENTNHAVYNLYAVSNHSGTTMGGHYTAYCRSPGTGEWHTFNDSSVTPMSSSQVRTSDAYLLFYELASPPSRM
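Deubiquitinase activity read as fluorescence (485/531 nm) after Ub-CHOP2 cleavage activates the enterokinase reporter on its substrate; USP2 core 10nM, Ub-CHOP2 and substrate 25nM each, 30min compound preincubation then 60min RT; data normalized to NEM, curves fitted.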
BRCA1 expr up: BRCA1 expression activation. 380,000 compounds, 1.1% hits. MCF7-BRCA1-FFLuc reporter, luminescence, 48 h; response scale: scaled: vehicle 0%, 10 µM genistein 100%. Potency, µM (titrated, usually from 46.1 µM), inactives show at the highest dose activation, actives largely listed as activators; note: potency is the fitted concentration of half-maximal effect; nearly all actives have a fitted effect of over 80% in size; some results filed as inactive show a strong effect at the top dose
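Luminescence from a BRCA1-driven firefly luciferase in MCF7 cells was the read-out, taken 15 min after substrate addition following 48 h compound exposure at 37 °C. Data were normalized to a 10 microM genistein control and DMSO vehicle.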
p53 reactivator: re-activators of mutant p53; H1299 p53-A138V BP100-luciferase reporter, luminescence, 24 h; Potency, µM (highest dose often 92.2 µM), for the others: top-dose activity change, positive = activation, hits mostly activators; 320,000 compounds, 0.063% hits; note: potency is the fitted concentration of half-maximal effect; % of control where 0% means no effect; nearly all actives have a fitted effect of over 45% in size
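H1299 (p53-null), stable ts p53-A138V + BP100-Luc; 1000 cells/well, Opti-MEM/10% FBS; cpd 4 pt, 1:5; 24 h, 37 deg C, 5% CO2; detection reagent 10 min RT; luminescence.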
Eya2 inh: blocks the phosphatase activity of human Eya2; O00167; recombinant Eya2, OMFP fluorescence dephosphorylation (OMFP is methylfluorescein phosphate); Potency, µM (highest dose often 76.9 µM), without a hit: at the highest dose activity, negative = inhibition, most hits filed as inhibitors; 330,000 compounds, 0.006% hits; AID 488837; note: potency is the fitted concentration of half-maximal effect; % is set by controls: 0 for no effect and ±100 for the full control effect
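Eya2 protein (added as 0.2 uM solution) was preincubated with compound for 10 min at ambient temperature in 50 mM HEPES pH 7.5, 50 mM NaCl, 5 uM MgCl2, 0.05% BSA, 1 mM DTT. OMFP (added at 50 uM) then reacted 10 min; fluorescence read at 485/525 nm.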
PTAP TSG101 blk: blocks PTAP/TSG101 interaction to inhibit HIV-1 budding. Q99816. Fluorescence polarization, FITC-PTAP peptide / Tsg101 binding. Potency, µM (doses to about 115 µM), for the others: at the highest dose activity change, negative = inhibition, most hits filed as inhibitors. 340,000 tested, under 10 active. AID 493005; active = well fitted inhibition curve with a large enough effect in the main read-out, with a control signal flat, not every such curve was filed as active; inconclusive = small, poorly fitted or top-dose-only effect, or effect the other way, or a change in a side signal; inactive = no such curve, though single readings can be large or run the other way; note: potency is the fitted concentration of half-maximal effect; % of control where 0% means no effect
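Steps: Tsg101 binding domain dispensed (10 uM final), compounds pinned in DMSO, FITC-labeled PTAP-motif peptide added (50 nM final); after 20 min binding at room temperature, polarization measured.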
B2AR arrestin: beta2AR (human) beta-arrestin recruitment activity. Potency, µM (highest dose often 46.1 µM), for the others: at the highest dose activation, most hits filed as activators. 330,000 compounds, 0.02% hits. beta-arrestin recruitment to beta2AR, cell-based reporter;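 note: potency is the fitted concentration of half-maximal effect; 0% = DMSO controls and full agonism = EC100 isoproterenol or metaproterenol; nearly all actives have a fitted effect of over 65% in size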
Target sequence (P07550 whole entry, looked up): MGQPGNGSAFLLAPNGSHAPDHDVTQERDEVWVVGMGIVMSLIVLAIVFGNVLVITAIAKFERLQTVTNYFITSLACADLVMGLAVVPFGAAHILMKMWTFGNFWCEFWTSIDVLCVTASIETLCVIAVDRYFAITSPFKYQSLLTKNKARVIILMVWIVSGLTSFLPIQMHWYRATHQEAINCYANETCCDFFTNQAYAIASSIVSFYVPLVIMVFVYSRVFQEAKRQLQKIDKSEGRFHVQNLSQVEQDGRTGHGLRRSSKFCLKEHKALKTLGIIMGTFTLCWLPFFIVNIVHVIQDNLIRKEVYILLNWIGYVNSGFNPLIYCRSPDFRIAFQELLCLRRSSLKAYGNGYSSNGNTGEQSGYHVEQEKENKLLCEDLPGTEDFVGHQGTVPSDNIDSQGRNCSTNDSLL
TRPV1 ag: agonists of human vanilloid receptor 1 (TRPV1). TRPV1-expressing cells, Fluo-8 calcium influx, agonist mode. activation, % at 8.33 µM. 320,000 compounds, 0.19% hits. AID 540275; in the data active = activation above about 80%; inconclusive = between about 30% and that limit; note: 0% is about no effect
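Cells expressing TRPV1 were dye-loaded with Fluo-8 and read kinetically: 10 s baseline, 3 min after compound (agonist portion), then 2 min after EC20 capsaicin (allosteric enhancer portion). Calcium-bound dye fluorescence at 480/520 nm.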
a7 integrin act: activates integrin-mediated alleviation for muscular dystrophy | alpha7betagal myoblasts, beta-gal FDG fluorescence, 48 h | Potency, µM (highest dose often 38.3 µM), without a hit: at the highest dose activation, hits mostly activators | 350,000 compounds, 0.064% hits;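 note: potency is the fitted concentration of half-maximal effect; 100% = response of the positive control SU9516; nearly all actives have a fitted effect of over 60% in size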
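alpha7betagal+/- myoblasts (passage 13, 250/well) treated 48 h at 37C with compounds at 1:260 dilution of DMSO stock. Lysed, then beta-galactosidase activity read as FDG fluorescence (ex 480/em 540) after 30 min, with pre-read for autofluorescence.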
S-ASM inh: human S-ASM enzyme inhibition | P17405 | placental ASM, HMU-PC fluorogenic substrate, 60 min | Potency, µM (titrated, usually from 57.5 µM), inactives show top-dose activity change, negative = inhibition, most hits filed as inhibitors | 340,000 compounds, 0.006% hits | AID 504937; note: potency is the fitted concentration of half-maximal effect
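Steps: dispense placental human ASM, pin compound, wait 10 min at room temperature, add HMU-PC0 substrate at 9 uM final, incubate 60 min at 37 °C, add stop solution raising pH to 10, read fluorescence.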
uPA surface inh: blocks generation of uPA at the cell surface | cell surface uPA generation assay, qHTS | Potency, µM (top dose mostly 38.3 µM), without a hit: top-dose activity change, negative = inhibition, hits mostly inhibitors | 330,000 compounds, 0.31% hits | AID 540303; active = well fitted inhibition curve with a large enough effect; inconclusive = small, poorly fitted or top-dose-only effect; inactive = no such curve, though single readings can be large or run the other way; tested in mouse RAW 264.7 cells; note: potency is the fitted concentration of half-maximal effect; % is set by controls: 0 for no effect and ±100 for the full control effect; nearly all actives have a fitted effect of over 55% in size
ELG1 genotox: genotoxicity induction in ELG1-luciferase HEK293T cells; AID 504466; HEK293T ELG1-luciferase reporter, luminescence, 16 h; 330,000 compounds, 1.3% hits; Potency, µM (series often up to 46 µM), for inactives: at the top dose activity change, positive = activation, hits mostly activators; note: potency is the fitted concentration of half-maximal effect; % of control where 0% means no effect; nearly all actives have a fitted effect of over 60% in size
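After overnight (16 hr) compound treatment at 37 °C, ELG1-luciferase HEK293T cells were lysed with ONE-Glo; luminescence quantified 30 min later at room temperature.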
* marks the source's active call; other numbers are inactive results; ? = inconclusive; . = no result given; [ ] = remark or other dose. Unless noted, calls come from the whole dose curve; as a rule, active = well fitted curve in the direction sought with a large enough effect; inconclusive = small, poorly fitted or top-dose-only effect, or another doubt; inactive = no such curve, though single readings can be large; an effect the other way counts as inactive or inconclusive.

entry | Structure | USP2a block | BRCA1 expr up | p53 reactivator | Eya2 inh | PTAP TSG101 blk | B2AR arrestin
1 | O=C(c1ccc(OC2CCN(CCc3ccccc3)CC2)cc1)N1CCC(CO)CC1 | 5% | 3% | -4% | 2% | 3% | -0.9%
2 | Cc1ccccc1OCCCCn1c(CO)nc2ccccc21 | -12% | -16% | -4% | -1% | -1% | 0.2%
3 | Cc1cc([N+](=O)[O-])nn1CCCC(=O)Nc1cc(Oc2ccccc2)cc([N+](=O)[O-])c1 | 2% | -53% | 2% | -14% | 1% | 0.2%
4 | COc1ccc(C(=O)NCCN2CCN(C(=O)c3ccc(OC)cc3)CC2)cc1 | -1% | -4% | 3% | -1% | -2% | 0.2%
5 | Cc1ccc2nc(C3CCN(S(=O)(=O)c4ccc5ccccc5c4)CC3)[nH]c2c1 | . | -46% | . | . | 1% | .
6 | CCN(c1ccccc1)S(=O)(=O)c1ccc(C(=O)NC2CCN(Cc3ccccc3)CC2)cc1 | -1% | -60% | -2% | -5% | 5% | 3.0%
7 | NC(=O)CN1CCN(c2cccc(Cl)c2)CC1 | 2% | -1% | 2% | 10% | -1% | 0.0%
8 | CC(C)CNC(=O)c1cccc(NC(=O)COc2cccc([N+](=O)[O-])c2)c1 | 0% | -23% | 1% | -13% | -2% | -0.2%
9 | COc1ccc(N(CC(=O)Nc2ccc3c(c2)OCO3)S(=O)(=O)c2ccccc2)cc1 | 0% | 3% | 0% | 7% | 0% | -0.2%
10 | COc1ccc(C(=O)CSc2nnc(CN3CCCCC3)n2-c2ccc(F)cc2)cc1OC | -1% | 0% | -3% | 0% | 0% | 0.0%
11 | CCOc1ccc(OCCCC(=O)Nc2cc(Cl)ccc2-n2cncn2)cc1 | 2% | -23% | -8% | 4% | -3% | -1.3%
12 | O=S(=O)(c1ccc(Cl)cc1)N1CCCC1c1nc(-c2cccc(Cl)c2)no1 (centres undefined) | -2% | 2% | 2% | -29% | 3% | -0.2%

entry | TRPV1 ag | a7 integrin act | S-ASM inh | uPA surface inh | ELG1 genotox
1 | 0 | -29% | 3% | -4% | -1%
2 | ? | 23% | -1% | 3% | -6%
3 | 18 | -4% | -29% | 1% | -1%
4 | 1 | -2% | 2% | -1% | 1%
5 | 0 | 31% | -7% | -3% | .
6 | . | -56%[inhibitor] | 4% | -11% | 3%
7 | 13 | 8% | -1% | -1% | -1%
8 | 2 | -28% | -2% | -7% | -7%
9 | 5 | 11% | -4% | -2% | -12%
10 | 1 | 8% | -2% | -4% | -4%
11 | 0 | 8% | -4% | 11% | -7%
12 | 4 | 26% | -7% | 6% | -3%

Some of these compounds in order of their number in p53 reactivator, smallest number first:
| item | Compound | p53 reactivator |
| --- | --- | --- |
| 11 | CCOc1ccc(OCCCC(=O)Nc2cc(Cl)ccc2-n2cncn2)cc1 | -8% |
| 2 | Cc1ccccc1OCCCCn1c(CO)nc2ccccc21 | -4% |
| 8 | CC(C)CNC(=O)c1cccc(NC(=O)COc2cccc([N+](=O)[O-])c2)c1 | 1% |

The results go on:
entry | Structure | USP2a block | BRCA1 expr up | p53 reactivator | Eya2 inh | PTAP TSG101 blk | B2AR arrestin
13 | CC(/C=N/NC(=O)COc1ccccc1C)=N\NC(=O)COc1ccccc1C | 0% | -3% | 3% | -6% | 0% | -0.2%
14 | Cc1ccc(C)c(NC(=O)CN(C)C(=O)/C=C/c2ccco2)c1 | 2% | -7% | -2% | -6% | 1% | -0.1%
15 | COC(=O)c1ccc(C(=O)NCCCCO)cc1 | 1% | 1% | 3% | -30% | 3% | 0.2%
16 | CCCCCCn1c(=O)c(C(=O)N/N=C/c2cccc(F)c2)c(O)c2ccccc21 | -3% | -14% | 7% | 1% | -1% | -0.2%
17 | CS(=O)(=O)N(CC(=O)N1CCCCC1)c1cccc(F)c1 | 3% | -8% | 0% | 2% | 0% | 0.3%
18 | N#CCC(=O)N1CCN(C(c2ccccc2)c2ccccc2)CC1 | . | 0% | . | . | -1% | .
19 | Cc1nc2c(-c3ccccc3)c(C)nn2c(C)c1CC(=O)O | 0% | 10% | -10% | 1% | -8% | -0.6%
20 | CCSC1=NC(C)(C)C=C(C)N1 | -3% | 41% | -1% | -4% | -2% | -0.1%
21 | O=C(Nc1ccc(Cl)c(Cl)c1)N1CC=CCC1 | 1% | ? | ? | -9% | -5% | 0.4%
22 | O=c1c2oc3nc4c(cc3c2ncn1CCCc1ccccc1)CCCC4 | 1% | 110% | 18% | 10% | 0% | 5.7%
23 | CC(=O)c1ccc(N2C(=O)C3C(C2=O)C(C(=O)c2ccc(Cl)cc2)N2CCCC32)cc1 (centres undefined) | 6% | -38% | 29% | 13% | ? | -0.1%
24 | CC1=NN(c2ccc(Cl)cc2)C(=O)C1 | 3% | -72% | 6% | 5% | -1% | 0.2%

entry | TRPV1 ag | a7 integrin act | S-ASM inh | uPA surface inh | ELG1 genotox
13 | -3 | 23% | -1% | 0% | 12%
14 | 0 | 14% | 1% | 0% | -5%
15 | 0 | ? | 8% | 6% | 9%
16 | 6 | 14% | -1% | 0% | -3%
17 | -4 | -25% | 0% | 0% | -3%
18 | . | 5% | -1% | 2% | .
19 | -3 | 18% | 4% | -3% | -3%
20 | -1 | -49%[inhibitor] | 2% | 1% | 0%
21 | ? | -14% | 0% | -7% | ?
22 | . | -4% | -7% | -7% | 14%
23 | 3 | -27% | 17% | -10% | ?
24 | 3 | -2% | 1% | -1% | -5%

Other records follow:
entry | Structure | USP2a block | BRCA1 expr up | p53 reactivator | Eya2 inh | PTAP TSG101 blk | B2AR arrestin
25 | CCN1CCN(c2ccc(NC(=O)c3cc(OC)c(OC)c(OC)c3)cc2)CC1 | 2% | -10% | . | 1% | -6% | 0.5%
26 | CC(=O)O[C@H]1C[C@@]2(O)[C@@H](OC(=O)c3ccccc3)C3[C@@](C)([C@@H](O)C[C@H]4OC[C@@]34OC(C)=O)[C@@H](O)[C@H](OC(C)=O)C(=C1C)C2(C)C (some centres undefined) | 0% | -45% | . | 3% | -5% | 0.2%
27 | O=C1c2ccccc2N2C(=O)c3ccccc3C2N1O (centres undefined) | -1% | 2% | -23% | -5% | -9% | 0.5%
28 | COc1nc(-c2ccccc2)nnc1-c1ccccc1 | -8% | 59% | 1% | -3% | -1% | -0.2%
29 | COc1ccccc1N1C(=O)Cc2ccccc2C1=O | -2% | 18% | -3% | -1% | -5% | 0.2%
30 | Cc1ccc2nc(SCC(=O)Nc3ccc(C)c(Cl)c3)nc(=O)n2c1 | 1% | 24% | 18% | -15% | 0% | -0.1%
31 | COc1ccc(CNC(=O)c2cc(SC)ccc2Cl)cc1OC | 1% | -3% | -2% | 11% | -5% | 0.4%
32 | CC(=O)Nc1nnc(SCc2ccc(F)cc2)s1 | -1% | ? | 13% | 1% | -3% | -0.2%
33 | CN(C)/C=C(\C#N)C(N)=C(C#N)C#N | 1% | -12% | 0% | -4% | -9% | 0.4%
34 | CN(C)S(=O)(=O)c1cccc(NC(=O)c2cccc(S(=O)(=O)N3CCCCC3)c2)c1 | 0% | -45% | -5% | -16% | -4% | -0.2%
35 | Cc1cccc(-n2c(SCc3cc(=O)n4c(C)cccc4n3)nc3[nH]ncc3c2=O)c1 | 3% | . | -3% | 2% | . | -0.4%
36 | Cc1ccccc1Cn1c(=O)sc2ccccc2c1=O | -12% | -17% | -1% | -13% | 2% | -0.3%
37 | O=C(COC(=O)c1ccccc1)NC(=O)NC1CCCC1 | -1% | 13% | -5% | 4% | -4% | -0.5%

entry | TRPV1 ag | a7 integrin act | S-ASM inh | uPA surface inh | ELG1 genotox
25 | 1 | ? | 2% | -9% | ?
26 | 1 | -29% | -1% | -26% | 4%
27 | -1 | -21% | -2% | -1% | -1%
28 | 7 | -18% | -3% | 1% | 8.2µM*
29 | -2 | -5% | 150%[activator] | 4% | -1%
30 | 1 | 12% | -7% | 3% | 6%
31 | ? | -23% | 0% | -16% | -11%
32 | 3 | -1% | 3% | 1% | ?
33 | 1 | -20% | 0% | 5% | -1%
34 | 5 | -13% | 2% | -5% | -6%
35 | -1 | . | . | . | -8%
36 | 25 | -18% | -5% | -2% | -2%
37 | 3 | 0% | -1% | -1% | 2%

Rows were taken by chance; 2.6% or so of the library scored in one or more.
